Assay outcomes from PubChem.
VEEV TC-83 Vero = inhibitors of VEEV TC-83 cytopathic effect, confirmation, Vero cells (AID 588727). Vero cells, VEEV TC-83 cytopathic effect inhibition; higher % means a stronger effect. inhibition, % at 20 µM, or IC50 in µM where a hit was titrated. actives 0.13% (n = 350,000); in the data active = a potency from the dose series; inconclusive = inhibition mostly from about 14% at the one dose, without a potency; inactive = the rest, 99 in 100 with inhibition below about 12%; also: strong numbers were not always called active
influenza NS1A = H1N1 influenza NS1A inhibitors, functional cell based assay (AID 504329). NS1A functional cell-based assay, percent inhibition; higher % means a stronger effect. one-dose inhibition, % at 12.5 µM; IC50 in µM for titrated hits. actives 0.3% (n = 340,000); in the data active = a potency from the dose series; inconclusive = inhibition above about 27% without an active follow-up result; also: strong numbers were not always called active
Salmonella PhoP GFP = PhoP regulon inhibitors, Salmonella typhi PhoP promoter GFP reporter, confirmatory (AID 1850); Salmonella Typhi PhoP-promoter GFP reporter, fluorescence, 4 h; higher % means a stronger effect; one-dose inhibition, % at 50 µM; IC50 in µM for titrated hits; actives 0.33% (n = 310,000); in the data active = a potency from the dose series; inconclusive = inhibition mostly from about 25% at the one dose, without a potency; inactive = the rest, 99 in 100 with inhibition below about 19%;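 also: 0% = induced wells with vehicle and 100% = uninduced wells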
H37Rv inhibition = M. tuberculosis growth inhibition, HTS (AID 449762) | M. tuberculosis H37Rv growth inhibition, 7H9 media; higher % means a stronger effect | one-dose inhibition, % at 25 µM; IC50 in µM for titrated hits | actives 0.59% (n = 330,000); in the data active = a potency from the dose series; inconclusive = inhibition above about 70% without an active follow-up result;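 also: bacterial growth assessed after seven days of incubation; strong numbers were not always called active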
tuberculosis growth = growth inhibition of non-replicating M. tuberculosis (AID 488890) | Mycobacterium tuberculosis non-replicating, growth inhibition; higher % means a stronger effect | one-dose inhibition, % at 25 µM; IC50 in µM for titrated hits | actives 0.39% (n = 320,000); in the data active = a potency from the dose series; inconclusive = inhibition mostly from about 82% at the one dose, without a potency; inactive = the rest, 99 in 100 with inhibition below about 76%;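 also: plate controls were DMSO cells for no effect and high antibiotic wells for full effect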
VEEV TC-83 Vero 10K pilot screen = second read-out of VEEV TC-83 Vero, no call of its own (marks repeat the call); inhibition, %; measured here: 10K pilot screen inhibition
Active calls of the source: *; i = inactive; ? = inconclusive; . = not tested or not shown.

SMILES	VEEV TC-83 Vero	influenza NS1A	Salmonella PhoP GFP	H37Rv inhibition	tuberculosis growth	others
CCN1CCC2(CCNC2)C1 (stereo not given)	1.5%	-6%	3%	-14%	-2%
Nc1nc(NCC(=O)O)nc(NC2CCCCC2)c1[N+](=O)[O-]	0.1%	-23%	0%	-6%	-2%
COc1ccc(C(=O)CSc2nnc(-c3ccccn3)n2Cc2ccco2)cc1	4.8%	2%	-1%	-5%	3%
Nc1ccc(C(=O)Nc2ccco2)cc1	0.1%	-9%	-9%	0%	0%
CCCCC(=O)Nc1cccc(NC(=S)NC(=O)C(C)C)c1	0.3%	0%	3%	8%	-3%
CCCC(=O)Nc1ccc(C(=O)NNC(=O)COc2ccc(Br)c(C)c2)cc1	1.1%	-3%	-3%	-2%	-1%
CCCn1c(CNC(=O)Cc2ccccc2)nc2ccccc21	1.1%	9%	-2%	6%	.
CCCCCOC(=O)Cn1c(SCC(=O)Nc2ccccc2)nc2c1c(=O)[nH]c(=O)n2C	2.3%	-10%	-8%	-8%	4%	VEEV TC-83 Vero 10K pilot screen=0.6
Cc1cccc(C)c1NC(=O)COC(=O)c1ccccc1Nc1ccccc1	0.7%	-2%	-4%	3%	-22%
COc1ccc(C(=O)CC(=O)C(=O)Nc2ccc(C)c(Cl)c2)cc1	1.8%	-10%	0%	22%	?
COCCCC1CCN(C(=O)C2CCC(=O)N(CC3CCCCC3)C2)CC1 (stereo not given)	0.7%	-13%	-2%	4%	-7%
O=C(COC(=O)C1CC(=O)N(c2ccc3c(c2)OCCO3)C1)Nc1ccc2c(c1)CCC2 (stereo not given)	0.2%	5%	1%	0%	1%
O=C(Cc1ccccc1)NCC(=O)N/N=C/c1ccc(Cl)cc1	0.3%	4%	-21%	6%	5%
COc1ccc(C(=O)NCC(=O)OCC(=O)Nc2cc([N+](=O)[O-])ccc2F)cc1	1.9%	-4%	-6%	5%	-2%
CN1CCN(c2ccccc2NC(=O)c2ccc(F)cc2)CC1	i	4%	6%	6%	-1%
CCOCCCNCC(=O)Nc1ccccc1N1CCOCC1	2.0%	-2%	-4%	-6%	16%
Cc1cc(C)nc(Nc2nc(-c3ccccc3)cs2)n1	8.1%	-5%	-5%	13%	26%
CCOC(=O)CSc1nnc(CNC(=O)c2ccco2)n1-c1ccc(F)cc1	0.3%	20%	-9%	1%	-1%
COc1cccc(CC(NC(C)=O)C(=O)NC2CCN(c3nnnn3-c3ccccc3)CC2)c1OC (stereo not given)	i	-4%	10%	5%	-1%
CC(C)C(=O)Nc1ccc(C(=O)Nc2ccc(S(=O)(=O)N3CCOCC3)cc2)cc1	2.0%	3%	-7%	-1%	-4%

Next part; the last 4 above are carried over.
SMILES	VEEV TC-83 Vero	influenza NS1A	Salmonella PhoP GFP	H37Rv inhibition	tuberculosis growth	others
Cc1cc(C)nc(Nc2nc(-c3ccccc3)cs2)n1	8.1%	-5%	-5%	13%	26%
CCOC(=O)CSc1nnc(CNC(=O)c2ccco2)n1-c1ccc(F)cc1	0.3%	20%	-9%	1%	-1%
COc1cccc(CC(NC(C)=O)C(=O)NC2CCN(c3nnnn3-c3ccccc3)CC2)c1OC (stereo not given)	i	-4%	10%	5%	-1%
CC(C)C(=O)Nc1ccc(C(=O)Nc2ccc(S(=O)(=O)N3CCOCC3)cc2)cc1	2.0%	3%	-7%	-1%	-4%
Cc1csc(NC(=O)c2ccc(S(C)(=O)=O)cc2)n1	1.1%	10%	8%	-3%	19%
COC(=O)c1cccc2c1-c1ccccc1/C2=N\NC(N)=O	11%	-12%	-23%	4%	8%
O=C(Nc1cc(SCCO)cc([N+](=O)[O-])c1)c1ccc(Br)o1	9.4%	3%	-2%	3%	33%
COc1ccc(C)cc1NC(=O)CSc1nnc(CC(=O)Nc2ccccc2F)n1C	i	2%	1%	-2%	19%
CCCCc1c(O)nc2ccccn2c1=O	0.3%	2%	4%	-3%	-7%
COc1cccc(CNC(=O)C(=O)NCCC2CCCCN2S(=O)(=O)c2ccc(C)cc2)c1 (stereo not given)	i	3%	-7%	3%	11%
CCCn1c(=O)n(C)c(=O)c2c(SCC(=O)NCc3ccco3)nc(C3CC3)nc21	8.3%	11%	-12%	-4%	-10%
Cc1nnc(NC(=O)c2ccc3ccccc3n2)s1	2.1%	-4%	0%	63%	?
COc1cc2c(cc1OC)C1(CCCC1)CNC2C (stereo not given)	2.5%	-2%	-11%	0%	21%
COc1ccc(S(=O)(=O)Nc2cccnc2)c(Cl)c1Cl	2.2%	3%	4%	-10%	-15%
CN(/N=C/c1ccc(Cl)cc1)c1ncc(Cl)cc1C(F)(F)F	1.9%	0%	-3%	5%	-7%
CC1C(=O)Nc2ccccc2N1C(=O)c1ccc(O)cc1 (stereo not given)	0.5%	1%	-4%	0%	-8%
Cc1ccccc1NC(=O)CNc1ccccc1N1CCCCC1	5.2%	12%	-18%	5%	24%
O=C(NCc1ccc(F)cc1)C(c1cccs1)N(C(=O)c1csnn1)C1CC1 (stereo not given)	i	-12%	-1%	-5%	8%
O[C@@H]1CCCC[C@H]1N1CCC(c2ccccc2)CC1	0.1%	5%	19%	0%	-6%
CCOC(=O)CNc1nc(C(C)(C)C)nc2c1nnn2Cc1ccccc1Cl	2.7%	-6%	-16%	7%	19%
O=C(Nc1ccccc1C(=O)N1CCCCC1)NC1CCCCC1	0.1%	-7%	-1%	1%	9%
COc1cccc(OC)c1C(=O)NC(=S)Nc1ccc2c(c1)OCCO2	3.5%	2%	0%	-1%	27%
Cc1cc(C=O)c(C)n1-c1ccc(NC2CCCC2)c([N+](=O)[O-])c1	i	11%	10%	0%	13%
CC(=O)Nc1ccc(S(=O)(=O)Nc2ccccc2C(=O)N2CCOCC2)cc1	0.5%	9%	3%	3%	-9%

Fetched by compound from the entries so far, 5 records:
SMILES	VEEV TC-83 Vero	influenza NS1A	Salmonella PhoP GFP	H37Rv inhibition	tuberculosis growth	others
CCCn1c(=O)n(C)c(=O)c2c(SCC(=O)NCc3ccco3)nc(C3CC3)nc21	8.3%	11%	-12%	-4%	-10%
O=C(NCc1ccc(F)cc1)C(c1cccs1)N(C(=O)c1csnn1)C1CC1 (stereo not given)	i	-12%	-1%	-5%	8%
COc1cccc(CNC(=O)C(=O)NCCC2CCCCN2S(=O)(=O)c2ccc(C)cc2)c1 (stereo not given)	i	3%	-7%	3%	11%
O=C(Nc1cc(SCCO)cc([N+](=O)[O-])c1)c1ccc(Br)o1	9.4%	3%	-2%	3%	33%
COc1cc2c(cc1OC)C1(CCCC1)CNC2C (stereo not given)	2.5%	-2%	-11%	0%	21%

(continued)
SMILES	VEEV TC-83 Vero	influenza NS1A	Salmonella PhoP GFP	H37Rv inhibition	tuberculosis growth	others
O=C(CSc1nccn1-c1ccccc1)NCc1ccc(F)cc1	0.8%	1%	6%	7%	0%
CC(=O)c1ccccc1NC(=O)CN1C(=O)NC2(CCCCCCC2)C1=O	0.6%	-2%	.	.	.
COC(=O)c1ccc(CSc2nc(C(F)F)cc(C)c2C#N)o1	0.8%	-18%	6%	-2%	16%
Cc1ccc(NS(=O)(=O)c2c(C(=O)N3CCOCC3)c(C)n(C)c2C)cc1C	i	2%	-5%	1%	-17%
CCCCN(CCCC)CCCNC(=O)C1CC(c2cc(C(F)(F)F)cc(C(F)(F)F)c2)=NO1 (stereo not given)	0.8%	10%	-1%	3%	-10%
CN1CCN(/N=C2/C(=O)Nc3ccc([N+](=O)[O-])cc32)CC1	4.2%	-3%	-7%	-3%	-12%
CSc1ccccc1C(=O)Nc1ccc2c(c1)OCCO2	3.0%	5%	4%	18%	0%
Cn1nc(CC(=O)Nc2ncc(Br)s2)c2ccccc2c1=O	9.1%	-4%	-7%	-6%	-2%
CN(CC(=O)NCCc1ccc(S(N)(=O)=O)cc1)S(=O)(=O)/C=C/c1ccccc1	2.0%	6%	5%	2%	4%
O=C(O)/C(=C\c1cccs1)Sc1nnc(-c2ccc(F)cc2)o1	2.7%	8%	-3%	-6%	-9%
CC(=O)Nc1cccc(-c2csc(NCc3ccco3)n2)c1	6.1%	7%	1%	6%	23%	VEEV TC-83 Vero 10K pilot screen=2.4
Cc1nnc(NC(=O)Cn2nc(C)c3ccccc3c2=O)s1	1.3%	-5%	-3%	1%	-7%
CC(C)c1ccc(NC(=S)Nc2ccc(OC(F)(F)F)cc2)cc1	0.8%	-6%	-17%	39%	?
CCN(CC)S(=O)(=O)c1ccc(N(C)Cc2ccc(C(F)(F)F)cc2)nc1	2.7%	3%	2%	-5%	18%
O=C(CCOc1ccccc1)Nc1ccc(Br)cc1	i	-3%	-2%	1%	70%
Cc1ccc(N(C(=O)c2cnccn2)C(C(=O)NC2CCCCC2)c2ccc(O)cc2)cc1 (stereo not given)	1.6%	10%	4%	-6%	4%
COc1ccc(CN2C(=O)C(CC(C)C)Nc3ncnc(N4CCN(c5ccccn5)CC4)c32)cc1 (stereo not given)	8.9%	-9%	-23%	58%	36%
Cc1nnc2n1NC(c1ccc(Cl)cc1)C(C(=O)N(C)C1CCCCC1)S2 (stereo not given)	1.2%	7%	-3%	3%	11%
COC(=O)c1c(NC(=O)Cc2cccs2)sc(C(=O)N2CCCCC2)c1C	0.8%	-9%	-1%	-6%	27%
O=C(NCc1ccccc1)C1CCCN(S(=O)(=O)c2cccc3nsnc23)C1 (stereo not given)	4.6%	-3%	-1%	5%	3%
CC(=NCCC(c1ccccc1)c1ccccc1)c1c(O)n(C)c(=O)n(C)c1=O	i	4%	-8%	-1%	1%
FC(F)(F)c1cnc(/C=C/Nc2ccccc2Cl)c(Cl)c1	0.6%	8%	-12%	-25%	-7%
Cc1ccc(NC(=S)N(CCN2CCCCC2)Cc2ccco2)cc1Cl	5.1%	-5%	-10%	5%	68%
Clc1ccccc1C1=CC(c2ccco2)n2ncnc2N1 (stereo not given)	1.1%	-2%	9%	0%	4%
C=CCn1c(SCC(=O)Nc2cc(C)on2)nnc1-c1ccccc1OC	2.9%	-6%	.	2%	-7%
COC(=O)C1=C(c2cccc(OCc3ccccc3)c2)C[C@@H]2CC[C@H]1N2C(=O)NCc1ccccc1	2.6%	0%	.	-8%	10%	VEEV TC-83 Vero 10K pilot screen=1.5
O=C(O)c1ccc(NC(=O)c2cccc(N3C(=O)C4C5CCC(C5)C4C3=O)c2)cc1 (stereo not given)	0.2%	-11%	-14%	-2%	3%
Cc1cc(N2CCN(C3CCCC3)CC2)n2c(nc3ccccc32)c1C#N	0.8%	-2%	-4%	-4%	-11%
CC(=O)OCC(=O)Nc1ccc(Cl)cc1Cl	1.6%	-4%	-2%	0%	-6%	VEEV TC-83 Vero 10K pilot screen=1.3
O=C1/C(=C\c2cccs2)N=C(c2cccs2)N1Nc1ccccc1	1.0%	4%	-12%	-3%	4%
COC1(OC)C(/C=C/c2ccc(C)cc2)C(C#N)(C#N)C1(OC)OC (stereo not given)	?	-15%	-7%	0%	28%
Cc1cccc(Oc2ccc(NS(=O)(=O)c3ccc(C)c(C(=O)O)c3)cc2)c1	1.1%	-17%	.	-8%	-1%
O=C(CSc1nnc(NC2CCCCC2)s1)NC1CCS(=O)(=O)C1 (stereo not given)	i	-7%	18%	-12%	-12%
COc1ccc(NC(=O)CC2C(=O)N(c3ccccc3)C(=O)N2CCc2cccs2)cc1 (stereo not given)	0.5%	-2%	-6%	-5%	-9%	VEEV TC-83 Vero 10K pilot screen=1.4
COc1cccc(-n2c(=O)c3sccc3n(CC(=O)NC3CCCC3)c2=O)c1	0.7%	11%	-3%	-2%	6%
Cc1ccc2c(c1)-n1c(nc3ccccc3c1=O)C(Cc1ccccc1)NC2=O (stereo not given)	.	.	.	2%	29%
COc1ccc(CNC(=O)COc2ccc(S(=O)(=O)N3CCOCC3)cc2C)cc1	2.2%	0%	4%	-2%	8%
OCCC1CN(C/C(Cl)=C/c2ccccc2)CCN1C1CCCC1 (stereo not given)	i	2%	7%	5%	16%
CC(Sc1ccc(Cl)cc1)C(=O)NNC(=O)c1csc(N2CCOCC2)n1 (stereo not given)	2.5%	17%	-3%	4%	0%
CC1=C(CC(=O)c2ccc(Cl)cc2)C(=O)c2ccccc2C1=O	i	15%	1%	20%	29%
Cc1cc(C2C(=O)CC(=O)CC2c2ccccc2)on1 (stereo not given)	0.7%	-3%	-2%	-1%	27%
O=C(C1CCCO1)N1CCN(C(=S)Nc2cccc(Cl)c2)CC1 (stereo not given)	2.0%	10%	-6%	6%	-4%
Cc1cc(=O)n2c(C)n[nH]c2n1	1.2%	2%	-6%	-5%	-1%
COC(=O)COc1ccc(S(=O)(=O)NCc2ccc3c(c2)OCO3)cc1	0.2%	-27%	1%	7%	i
COc1ccc(OC)c(S(=O)(=O)NCC(=O)O)c1	0.2%	1%	-1%	5%	.
